# ASAP1 inh – ASAP1 ArfGAP inhibition; ASAP1-stimulated ARF1 GTP hydrolysis, GDP FP detection; inhibition, % at 16.5 µM; actives 0.19% (n = 360,000); Q9ULH1; in the data active = inhibition above about 25%;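 also: 0% = vehicle with enzyme and substrate and 100% = no enzyme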
# Target sequence (Q9ULH1 325-724 limits assumed): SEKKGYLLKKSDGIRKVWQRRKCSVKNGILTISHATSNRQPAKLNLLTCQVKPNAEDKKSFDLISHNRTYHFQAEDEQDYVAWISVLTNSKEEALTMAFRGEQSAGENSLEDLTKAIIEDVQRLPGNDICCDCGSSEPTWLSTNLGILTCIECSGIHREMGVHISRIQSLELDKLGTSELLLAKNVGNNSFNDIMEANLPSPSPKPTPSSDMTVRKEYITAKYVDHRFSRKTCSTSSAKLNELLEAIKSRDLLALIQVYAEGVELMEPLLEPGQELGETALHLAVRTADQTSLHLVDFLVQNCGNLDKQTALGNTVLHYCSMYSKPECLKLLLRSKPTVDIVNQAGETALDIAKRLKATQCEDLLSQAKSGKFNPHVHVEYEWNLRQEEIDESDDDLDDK
# HTRA1 inhibitor – inhibitors of human serine peptidase HTRA1 | Q92743 | recombinant HTRA1, FP-rhodamine activity-based probe, fluorescence polarization | inhibition, % at 5.96 µM | actives 0.5% (n = 340,000) | AID 504803; in the data active = inhibition above about 36%;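 also: 0% = enzyme with DMSO and 100% = wells lacking enzyme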
# Target sequence (Q92743 whole entry, looked up): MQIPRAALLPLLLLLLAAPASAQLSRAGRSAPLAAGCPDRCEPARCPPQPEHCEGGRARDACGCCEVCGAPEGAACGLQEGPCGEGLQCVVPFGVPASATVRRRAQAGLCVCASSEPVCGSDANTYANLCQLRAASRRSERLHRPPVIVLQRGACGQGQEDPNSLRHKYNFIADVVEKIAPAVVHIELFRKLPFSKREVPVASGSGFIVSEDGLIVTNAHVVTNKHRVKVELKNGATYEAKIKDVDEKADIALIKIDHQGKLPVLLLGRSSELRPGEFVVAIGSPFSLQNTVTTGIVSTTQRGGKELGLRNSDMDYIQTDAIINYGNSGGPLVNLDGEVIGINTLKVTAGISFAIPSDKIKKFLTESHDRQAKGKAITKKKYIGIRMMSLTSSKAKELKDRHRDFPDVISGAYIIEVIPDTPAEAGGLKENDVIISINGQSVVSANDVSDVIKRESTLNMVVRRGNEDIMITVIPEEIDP
# rCAG RNA binder – binds r(CAG) RNA repeats. r(CAG) RNA repeat, TO-PRO-1 dye displacement fluorescence. inhibition, % at 3 µM. actives 1.3% (n = 370,000);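 active = inhibition above the plate cutoff, the mean of all test compounds on that plate plus 3 SD, cut at about 35% in these data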;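 also: 0% = DMSO alone and 100% = 100 µM mitoxantrone as full dye displacement; higher means more dye released from RNA so lower well fluorescence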
# GC-B act – GC-B (human) receptor activation; P20594; activation, % at 10 µM; actives 0.11% (n = 370,000); HEK293-GC-B cells, CNP EC30, cGMP TR-FRET; 0% at EC30 CNP, 100% saturating CNP; AID 1920062;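 active = activation at 10 µM reaching about 35% in either raw or pattern-adjusted values, limit read from the data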
# ABHD4 inh – inhibitors of mouse ABHD4. Q8VD66. purified mABHD4, FP-Rh probe fluorescence polarization. AID 720543. actives 0.54% (n = 370,000). inhibition, % at 8.92 µM;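 active = inhibition exceeding the mean over every tested compound plus 3 SD, cut at about 30% in these data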;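 also: 0% = plate median of compound wells and 100% = S159A mutant with DMSO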
#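 Test system: mABHD4 protein; Read-out basis: % inhibition; Incubation: 45 min + 60 min at 25 °C; Repeats: single replicate; Technique: fluorescence polarization with parallel and perpendicular emission, 525/598 nm; Compound: 8.92 µM, single dose; Benchmarks: full inhibition S159A mutant plus DMSO, zero as sample-well median.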
# SMARCA2 act – activators of SMARCA2 function. activation, % at 9.1 µM. MG213 cells, MMTV-luciferase reporter, dexamethasone, overnight. actives 1% (n = 370,000). AID 652017; in the data active = activation above about 7.8%;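 also: 0% = vehicle wells and 100% = reference activator wells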
# Rev-erbA mod – modulates human Rev-erb alpha binding to DNA; actives 0.79% (n = 370,000); activity, % at 10 µM; P20393; Rev-erbα–FITC-DNA binding, fluorescence polarization, 90 min; AID 1259318;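 active = activity above about 14%, limit read from the data; passing the limit was not always enough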;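 also: 0% = DMSO wells with 35 nM protein and 100% = DMSO wells with 750 nM protein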
# ARFGAP1 inh – inhibitors of rat ARFGAP1; Arfgap1-stimulated ARF1 GTP hydrolysis, GDP FP detection; actives 0.26% (n = 360,000); Q62848; AID 651572; inhibition, % at 16.5 µM;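 active = inhibition above a per-plate limit, mean inhibition of low control wells plus 3 SD, cut at about 25% in these data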;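 also: 0% = DMSO wells with enzyme and 100% = wells lacking Arfgap1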
# Target sequence (Q62848 1-136 limits assumed): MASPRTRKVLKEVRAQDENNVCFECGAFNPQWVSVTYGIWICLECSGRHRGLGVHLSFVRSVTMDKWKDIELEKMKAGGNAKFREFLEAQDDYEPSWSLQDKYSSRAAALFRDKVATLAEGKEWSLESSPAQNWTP
#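 material = rat Arfgap1 catalytic domain, aa 1-136 | also added = human ARF1(Δ1-17)-GTP substrate | compound dosing = one concentration, 16.5 µM, DMSO 1.26% | times = GTP hydrolysis reaction 2 h at 25 °C | measured by = FP, GDP Alexa 633 tracer displaced from anti-GDP antibody, 620/688 nm | evaluation = percent inhibition of Arfgap1-stimulated GTP hydrolysis | replication = single well per compound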
# GC-A act – GC-A (human) enzyme activation. activation, % at 10 µM. AID 1671463. HEK293 GC-A cells, cGMP TR-FRET, EC30 ANP; 0% at EC30 ANP, 100% saturating ANP. P16066. actives 0.14% (n = 370,000); in the data active = activation above about 40%
# PG9 binder – binds the HIV-1 gp120 antibody PG9; TR-FRET gp120-PG9 antibody binding; inhibition, % at 6.7 µM; actives 0.43% (n = 360,000); in the data active = inhibition above about 8.5%
# Numbers without * were called inactive; . = no result given.
1) O=C(NCc1ccccn1)c1n[nH]c(=O)c2ccccc12
2) COc1ccccc1/C=N/OCC(=O)NCc1ccc2c(c1)OCO2
3) COCCCNC(=O)/C=C/c1ccc(Cl)cc1Cl
4) O=C(N/N=C/c1ccc2c(c1)OCO2)c1sc2cc(Cl)ccc2c1Cl
5) COc1ccc(OC)c(CN2C(=O)c3ccccc3C2c2nnnn2C(C)C)c1 (configuration not stated)
6) CCOC(=O)N1CCC(Nc2nc3ccccc3nc2NS(=O)(=O)c2ccc(Cl)cc2)CC1
7) COc1cccc(N2CCN(S(=O)(=O)c3cn(C)cn3)CC2)c1
8) COc1cc(OC)c(-c2oc3ccccc3c(=O)c2O)c(OC)c1

assay / entry	1	2	3	4	5	6	7	8
ARFGAP1 inh	-4	10	2	2	-7	8	6	-16
rCAG RNA binder	0	0	-3	2	2	3	-3	1
GC-B act	-1	-1	-6	0	0	-3	3	1
PG9 binder	0.7	-3.0	-2.6	3.1	1.0	-0.5	1.7	-1.4
HTRA1 inhibitor	-4	-2	1	1	.	1	0	2
ASAP1 inh	1	4	7	-1	-9	13	-8	2
GC-A act	-1	2	7	0	-2	0	3	3
ABHD4 inh	2	3	0	2	7	1	-4	-1
SMARCA2 act	-1	4	1	-3	1	5	-1	-4
Rev-erbA mod	2	1	5	-14	0	-2	2	2

9) O=C(CCN1CCOCC1)N1CCCC(Nc2cccc(F)c2)C1 (configuration not stated)
10) Cc1cc(-n2c(C)cc(C(=O)COc3ccc4ccc(=O)oc4c3)c2C)no1
11) COCCCn1c(-c2ccc(Cl)cc2)n[nH]c1=S
12) O=C(CCC(=O)N1CCc2ccccc2C1)N1CCN(S(=O)(=O)c2ccccc2)CC1
13) Cc1ccc(NC(=O)CSC2=C(C#N)C(c3ccc4c(c3)OCO4)C3=C(CCCC3=O)N2)c(C)c1 (configuration not stated)
14) O=C(NCC1CCCO1)/C(=C/c1ccccc1)NC(=O)c1ccccc1 (configuration not stated)
15) O=C(Nc1ccccc1C(=O)NC1CC1)c1ccc([N+](=O)[O-])o1
16) COc1cc(-c2cc(C(=O)Nc3ccc(S(=O)(=O)NCc4ccco4)cc3)c3ccccc3n2)cc(OC)c1OC

assay / entry	9	10	11	12	13	14	15	16
ARFGAP1 inh	-4	10	-13	13	-13	-3	-11	16
rCAG RNA binder	-2	3	-2	-5	8	-1	7	19
GC-B act	-1	2	-6	-1	-2	-11	-1	0
PG9 binder	-2.3	-0.3	1.2	-0.4	-2.4	0.2	-0.6	-1.1
HTRA1 inhibitor	8	-8	4	3	2	0	5	-66
ASAP1 inh	3	6	2	-8	4	2	-1	5
GC-A act	4	2	6	0	-3	1	0	8
ABHD4 inh	8	3	5	4	6	-3	8	-94
SMARCA2 act	4	-2	-4	-2	-2	-3	2	-6
Rev-erbA mod	2	-4	6	8	7	1	-6	-3

17) O=C(O)[C@H](Cc1ccccc1)N1Cc2ccccc2C1=O
18) Cc1cc(C(=O)NCCc2ccc(S(N)(=O)=O)cc2)c(C)o1
19) CC1(C)C(CSc2nc3ccccc3[nH]2)C1(Cl)Cl (configuration not stated)
20) CC(C)NS(=O)(=O)c1ccc(NC(=O)c2cccnc2)cc1
21) CC(=O)N1c2ccc(S(=O)(=O)N3CCC(C(=O)Nc4cccc(C)c4C)CC3)cc2CC1C (configuration not stated)
22) C/C(=C\C(=O)c1ncc(C(F)(F)F)cc1Cl)N(C)C
23) CCOc1cc2c(cc1OCC)C(c1ccc(OC)cc1)N(c1ccccc1)C(=O)C2 (configuration not stated)
24) Cn1cccc1C1NC(=O)c2c(sc3c2CCC(C(C)(C)C)C3)N1 (configuration not stated)

assay / entry	17	18	19	20	21	22	23	24
ARFGAP1 inh	-8	-9	-15	1	0	10	-11	-20
rCAG RNA binder	3	1	-3	0	0	0	0	-1
GC-B act	-6	-2	3	-6	-2	0	2	9
PG9 binder	1.8	-1.4	-0.8	-0.6	0.5	-0.3	-2.4	-1.6
HTRA1 inhibitor	4	-7	-10	-5	-3	6	7	0
ASAP1 inh	6	7	2	8	-11	5	-1	-2
GC-A act	1	2	-4	1	0	4	-2	3
ABHD4 inh	-5	0	2	1	-3	2	3	8
SMARCA2 act	-1	-2	2	-3	-1	-2	-2	6
Rev-erbA mod	-1	-5	1	3	9	-1	-4	0

25) Cc1oc(-c2cc(F)ccc2F)nc1CN(C)Cc1ccc2nccnc2c1
26) O=C(Nc1cccc(F)c1)N1CCN(C/C=C/c2ccccc2)CC1
27) Cn1c(=O)c2c(ncn2CC(O)CNc2ccc(Cl)cc2)n(C)c1=O (configuration not stated)
28) O=C(Nc1ccc(-c2csc(Nc3ccccc3)n2)cc1)c1ccccc1
29) Cc1ccc(N2C=Nc3ccc(C)c4nc(C)cc2c34)cc1
30) Nc1[nH]ncc1N=Nc1ccc(Cl)cc1
31) CS(=O)(=O)Nc1ccccc1C(=O)N1CCN(c2ccccc2)CC1
32) Nc1nc2nc(-c3cccs3)cc(C(F)(F)F)n2n1

assay / entry	25	26	27	28	29	30	31	32
ARFGAP1 inh	9	1	4	7	0	3	6	-9
rCAG RNA binder	-5	-4	4	15	0	1	2	0
GC-B act	0	-4	6	-7	-6	-8	3	-1
PG9 binder	0.1	-1.7	3.9	-1.1	-0.9	0.1	-0.1	2.0
HTRA1 inhibitor	-2	-1	-3	-9	-4	0	.	1
ASAP1 inh	-13	-4	5	18	-1	1	-15	9
GC-A act	1	0	-1	-2	8	28	3	3
ABHD4 inh	0	0	-6	2	-7	1	-1	2
SMARCA2 act	-1	-3	-10	1	3	5	-2	0
Rev-erbA mod	-3	-2	4	-5	-2	0	-4	-5

33) Cc1ccn2c(=O)nc(SCC(=O)NCc3ccccc3Cl)nc2c1
34) Cc1c([N+](=O)[O-])cc(C(=O)Nc2ccc(NC(=O)c3ccco3)cc2)cc1[N+](=O)[O-]
35) O=C(c1cc2cc(F)ccc2[nH]1)N1CCc2ccccc2C1
36) COc1cc(NC(=O)Nn2cnnc2)cc(OC)c1OC
37) Nc1[nH]c(C(=O)c2ccccc2)c(-c2cccc(C(F)(F)F)c2)c1C(=O)c1c[nH]c2ccccc12
38) c1ccc(Cc2nnc(Sc3ccccc3)c3ccccc23)cc1
39) O=c1cc(CNCCCO)c2ccccc2[nH]1
40) CCOC(=O)[C@H]1[C@H]2COc3cc(OC)ccc3[C@@H]2N2C(=O)CN(CCc3c[nH]c4ccccc34)C(=O)[C@@]12C

assay / entry	33	34	35	36	37	38	39	40
ARFGAP1 inh	-15	-2	4	4	9	6	1	14
rCAG RNA binder	12	4	-1	4	9	0	-2	1
GC-B act	-3	1	4	3	2	0	3	-1
PG9 binder	-1.1	3.2	-1.6	-1.3	-2.4	29*	1.6	-1.9
HTRA1 inhibitor	-9	6	-6	-11	.	-16	3	-9
ASAP1 inh	-13	6	-6	-2	14	0	-2	-4
GC-A act	0	-6	3	7	-2	3	1	1
ABHD4 inh	-2	-4	6	1	-7	-37	12	-1
SMARCA2 act	-1	-1	-1	-2	-3	4	1	-1
Rev-erbA mod	-5	-10	7	2	2	3	-5	-3

# Already shown: entries from further up.
27) Cn1c(=O)c2c(ncn2CC(O)CNc2ccc(Cl)cc2)n(C)c1=O (configuration not stated)
28) O=C(Nc1ccc(-c2csc(Nc3ccccc3)n2)cc1)c1ccccc1
29) Cc1ccc(N2C=Nc3ccc(C)c4nc(C)cc2c34)cc1
30) Nc1[nH]ncc1N=Nc1ccc(Cl)cc1
31) CS(=O)(=O)Nc1ccccc1C(=O)N1CCN(c2ccccc2)CC1
32) Nc1nc2nc(-c3cccs3)cc(C(F)(F)F)n2n1
33) Cc1ccn2c(=O)nc(SCC(=O)NCc3ccccc3Cl)nc2c1
34) Cc1c([N+](=O)[O-])cc(C(=O)Nc2ccc(NC(=O)c3ccco3)cc2)cc1[N+](=O)[O-]
35) O=C(c1cc2cc(F)ccc2[nH]1)N1CCc2ccccc2C1
36) COc1cc(NC(=O)Nn2cnnc2)cc(OC)c1OC

assay / entry	27	28	29	30	31	32	33	34	35	36
ARFGAP1 inh	4	7	0	3	6	-9	-15	-2	4	4
rCAG RNA binder	4	15	0	1	2	0	12	4	-1	4
GC-B act	6	-7	-6	-8	3	-1	-3	1	4	3
PG9 binder	3.9	-1.1	-0.9	0.1	-0.1	2.0	-1.1	3.2	-1.6	-1.3
HTRA1 inhibitor	-3	-9	-4	0	.	1	-9	6	-6	-11
ASAP1 inh	5	18	-1	1	-15	9	-13	6	-6	-2
GC-A act	-1	-2	8	28	3	3	0	-6	3	7
ABHD4 inh	-6	2	-7	1	-1	2	-2	-4	6	1
SMARCA2 act	-10	1	3	5	-2	0	-1	-1	-1	-2
Rev-erbA mod	4	-5	-2	0	-4	-5	-5	-10	7	2

37) Nc1[nH]c(C(=O)c2ccccc2)c(-c2cccc(C(F)(F)F)c2)c1C(=O)c1c[nH]c2ccccc12

assay / entry	37
ARFGAP1 inh	9
rCAG RNA binder	9
GC-B act	2
PG9 binder	-2.4
HTRA1 inhibitor	.
ASAP1 inh	14
GC-A act	-2
ABHD4 inh	-7
SMARCA2 act	-3
Rev-erbA mod	2

# More structures.
41) COc1ccc(N2C(=O)c3ccccc3C2=O)cc1
42) O=C1CN(C(=O)COC(=O)CCc2ccccc2)c2ccccc2N1
43) COc1cc(C(=O)N2CCN(C(=O)c3ccco3)CC2)cc(OC)c1OC
44) Cc1cccc(C)c1N1C(=O)c2ccccc2NC(=O)C1C(=O)Nc1ccc2c(c1)OCCO2 (configuration not stated)
45) Cc1c(NC(=O)c2ccco2)cccc1-c1nc2cccnc2s1
46) CCOC(=O)c1cccc(NC(=O)COc2ccc([N+](=O)[O-])cc2)c1
47) CC(=O)Cc1nsc(NC(=O)c2ccc(F)cc2)n1
48) CC(=O)Nc1nc(C)c(Oc2ccccc2)c(=O)[nH]1
49) Cc1ccc(N(CC(=O)NC2CCCCC2)S(=O)(=O)c2c(C)noc2C)cc1
50) COc1cccc(N(CC(=O)N2CCN(c3ccccc3OC)CC2)S(C)(=O)=O)c1

assay / entry	41	42	43	44	45	46	47	48	49	50
ARFGAP1 inh	0	6	9	-8	7	2	2	-2	2	-5
rCAG RNA binder	-3	6	2	5	11	3	1	2	0	-5
GC-B act	-1	5	2	-4	0	5	4	7	0	-2
PG9 binder	-0.7	-1.3	1.2	-6.9	-1.6	1.2	0.8	-2.1	-0.3	-0.8
HTRA1 inhibitor	-1	1	0	.	-14	-16	-1	1	5	5
ASAP1 inh	-7	-11	1	-2	-5	7	-4	7	0	6
GC-A act	2	2	1	0	-4	-1	-3	1	0	1
ABHD4 inh	2	4	8	4	3	-3	-4	0	19	0
SMARCA2 act	-1	-1	1	1	-2	1	-4	-4	-1	-2
Rev-erbA mod	-1	14	0	7	-2	4	2	-1	2	-10
